PRMT1 inh = PRMT1 methyltransferase inhibitors, primary screen, biochemical, fluorescence polarization. recombinant PRMT1, activity-based probe fluorescence polarization. Protein arginine N-methyltransferase 1 (Homo sapiens), Q99873. 370,000 compounds, 1.3% hits. inhibition, % at 2.79 µM;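 active = inhibition above about 21% made by adding two undisclosed values, limit read from the data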
Target sequence (Q99873 whole entry, looked up): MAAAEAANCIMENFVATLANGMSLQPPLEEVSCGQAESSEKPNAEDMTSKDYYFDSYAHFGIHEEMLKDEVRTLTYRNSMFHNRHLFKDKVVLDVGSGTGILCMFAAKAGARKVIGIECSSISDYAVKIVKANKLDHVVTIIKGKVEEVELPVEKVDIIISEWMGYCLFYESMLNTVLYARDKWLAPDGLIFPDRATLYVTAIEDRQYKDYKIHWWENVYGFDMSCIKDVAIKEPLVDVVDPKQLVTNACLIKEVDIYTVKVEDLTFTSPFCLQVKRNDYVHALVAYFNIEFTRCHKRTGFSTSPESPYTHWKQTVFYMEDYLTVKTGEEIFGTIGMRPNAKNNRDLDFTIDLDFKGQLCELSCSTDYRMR
TDP2 absorb = human TDP2 enzyme inhibitors, primary screen, biochemical, epi absorbance, recombinant enzyme; Tyrosyl-DNA phosphodiesterase 2 (Homo sapiens), O95551; inhibition, % at 12.8 µM; 370,000 compounds, 0.34% hits; T5PNP hydrolysis, p-nitrophenol absorbance 415 nm; AID 720702, 2013;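 active = inhibition above the mean of all tested compounds plus 3 SD, set per campaign, cut at about 25% in these data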;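 note: 0% = DMSO with enzyme and 100% = buffer with substrate but no TDP2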
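Read-out basis: percent inhibition. System: recombinant human TDP2. Buffer or medium: Mg2+-containing Tris-HCl buffer, pH 7.5. Repeats: single replicate. Timing: reaction 2 h, 37 °C. Benchmarks: high control without enzyme, low control DMSO plus TDP2. Probe or stimulus: 5 mM T5PNP. Doses: 12.8 µM only. Measured by: epi absorbance of p-nitrophenol freed from T5PNP by hydrolysis.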
TCR-CD3 inh = inhibitors of human TCR-CD3 interaction, primary screen, biochemical, fluorescence, TAMRA-labeled TCR probe; T-cell receptor (TCR); inhibition, % at 9.4 µM; 360,000 compounds, 0.37% hits; in the data active = inhibition above about 19%;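 note: recombinant mutant TCR 2C K166C tagged with TAMRA read by polarization; 0% = receptor in buffer alone and 100% = receptor with positive control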
SIAE inh = human SIAE inhibitors, primary screen, biochemical, fluorescence polarization, FP-Rh probe, 1536-well HTS; 370,000 compounds, 0.69% hits; Sialate O-acetylesterase (Homo sapiens), Q9HAT2; AID 1053197, 2014; SIAE FP-Rh probe binding; inhibition, % at 9.66 µM;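 active = inhibition above a cutoff: mean of compounds within the control limits plus 3 SD of those, cut at about 17% in these data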;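 note: 0% = plate median of compound wells and 100% = probe without SIAE protein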
UHRF1 MBD2 ctr = UHRF1 methylated DNA binding inhibitors, primary screen, counter-screen for MBD2 inhibitor project, biochemical, TR-FRET, human UHRF1, single concentration | E3 ubiquitin-protein ligase UHRF1 (Homo sapiens), Q96T88 | UHRF1 binding to methylated oligo | inhibition, % at 4.4 µM | 370,000 compounds, 0.75% hits; in the data active = inhibition above about 21%;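 note: UHRF1 SRA domain binding a hemimethylated CpG hairpin DNA probe; 0% = median of test compound wells and 100% = reference inhibitor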
KLK7 zymogen act = proKLK7 zymogen activators, primary screen, biochemical, fluorescence intensity | 370,000 compounds, 0.9% hits | purified proKLK7, EDANS-DABCYL substrate fluorescence; 100% is mature enzyme control, 0% vehicle | AID 652039, 2013 | Kallikrein-7 (Homo sapiens), P49862 | activation, % at 7 µM;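 active = activation above the mean of all tested compounds plus 3 SD, computed per campaign excluding outliers beyond control limits, cut at about 13% in these data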
Target sequence (P49862 whole entry, looked up): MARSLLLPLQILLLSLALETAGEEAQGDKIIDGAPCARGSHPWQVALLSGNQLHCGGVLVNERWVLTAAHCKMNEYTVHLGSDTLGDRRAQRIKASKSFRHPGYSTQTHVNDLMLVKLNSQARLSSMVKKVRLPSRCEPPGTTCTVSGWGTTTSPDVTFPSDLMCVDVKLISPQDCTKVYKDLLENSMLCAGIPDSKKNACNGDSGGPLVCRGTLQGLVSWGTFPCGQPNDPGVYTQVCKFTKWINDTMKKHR
DDE Tn6 FP inh = inhibitors of Tn6 peptide binding to fibrin DD(E), primary screen, biochemical, fluorescence polarization, human fibrin, Tn6 probe | Fibrinogen beta chain (Homo sapiens), P02675 | Fibrin DD(E) TRITC-Tn6 fluorescence polarization displacement | inhibition, % at 8.3 µM | 370,000 compounds, 0.21% hits | AID 720509, 2013;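 active = inhibition above a per-campaign cutoff: mean of compounds within control limits plus 3 SD, cut at about 15% in these data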;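 note: 0% = median of all compound wells on the plate and 100% = blocking peptide control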
MBD2 inh = inhibitors of MBD2 binding to methylated DNA, primary screen, biochemical, TR-FRET, DNA-binding domain, human. 370,000 compounds, 0.31% hits. AID 686964, 2013. inhibition, % at 4.4 µM. MBD2 binding to methylated oligonucleotide; in the data active = inhibition above about 13%
Target sequence (Q9UBB5 whole entry, looked up, the tested form may be a part): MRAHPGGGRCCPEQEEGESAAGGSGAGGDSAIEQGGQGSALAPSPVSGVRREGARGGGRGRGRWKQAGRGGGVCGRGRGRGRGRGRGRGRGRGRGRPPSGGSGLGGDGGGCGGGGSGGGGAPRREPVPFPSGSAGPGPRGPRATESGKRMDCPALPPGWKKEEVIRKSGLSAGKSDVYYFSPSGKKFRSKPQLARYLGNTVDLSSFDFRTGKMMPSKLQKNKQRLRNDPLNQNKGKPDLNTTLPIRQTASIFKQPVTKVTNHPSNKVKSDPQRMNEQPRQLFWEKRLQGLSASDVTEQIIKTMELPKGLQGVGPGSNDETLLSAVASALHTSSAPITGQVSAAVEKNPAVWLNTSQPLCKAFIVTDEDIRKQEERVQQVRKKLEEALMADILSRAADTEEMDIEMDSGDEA
LEDGF integ inh = blockers of LEDGF/p75-dependent integrase strand transfer – biochemical, TR-FRET, high throughput, primary screen | AID 743269, 2014 | TR-FRET IN-LEDGF/p75 DNA integration, Eu/Cy5 | inhibition, % at 3.7 µM | HIV-1 integrase (with human LEDGF/p75) | 370,000 compounds, 0.64% hits;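 active = inhibition above the screen-wide mean plus 3 SD, cut at about 13% in these data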;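 note: signal is the Cy5 over europium emission ratio at 671 and 618 nm; 0% = plate median of compound wells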
DDE Tn7 FP inh = inhibitors of Tn7 peptide binding to fibrin DD(E), primary screen, biochemical, fluorescence polarization, human fibrin, Tn7 probe. 370,000 compounds, 0.13% hits. FP displacement of FITC-Tn7 peptide from fibrin DD(E); 0% = median of compound wells per plate. AID 720508, 2013. inhibition, % at 8.3 µM;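 active = inhibition above the mean of compounds falling within the control limits plus 3 SD of them, cut at about 14% in these data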;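 note: 0% = plate median of compound wells and 100% = 10 µM Aha-Tn7 peptide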
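Test system: human clot-derived fibrin DD(E) complex / Quantity: 2 µM final DD(E) protein / Incubation: 10 min plus 3 h, room temperature / Measured by: fluorescence polarization / Benchmarks: high control of 10 µM Aha-Tn7 peptide / Replicates: singlicate testing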
Starred values were filed as active, the others as inactive; · = no result given. This is a random part of the collection; about 4.6% have a hit in one of these screens.

SMILES	PRMT1 inh	TDP2 absorb	TCR-CD3 inh	SIAE inh	UHRF1 MBD2 ctr	KLK7 zymogen act	DDE Tn6 FP inh	MBD2 inh	LEDGF integ inh	DDE Tn7 FP inh
O=C(COC(=O)Cc1ccc(S(=O)(=O)N2CCOCC2)s1)Nc1ccccc1Cl	5	-10	2	-1	4	-1.3	-13	-1	-9	4
CS(=O)(=O)N1CCc2cc(C(=O)N3CCN(c4ccc(F)cc4)CC3)ccc21	-4	-4	0	-4	-1	0.1	-2	1	0	-4
C[C@@H](O)CNC(=O)c1[nH]cnc1C(=O)N[C@H](C)c1ccccc1	0	2	7	2	4	0.3	-4	4	-2	6
COC(=O)c1cc(-c2ccc(C)c3ccccc23)c(=O)n2c1CCC2	-1	-3	·	-6	1	1.2	6	1	2	-9
O=C(NCC1CCCO1)c1cnn2c(C(F)F)cc(C3CC3)nc12 (centres undefined)	0	3	-5	7	-3	1.0	0	2	0	0
COc1ccc(COC(=O)C2=C(C)NC(=O)NC2c2ccc(O)c(OC)c2)cc1 (centres undefined)	-2	0	-6	-1	-1	0.2	0	-4	0	-4
C#CCOCCOCCOCCNc1nc(N2CCOCC2)nc(N2CCN(C(=O)[C@H](CCCCN)n3cc(CCC(=O)O)nn3)CC2)n1	2	1	-2	-2	15	0.1	2	11	6	2
O=C(NCc1ccc(OC(F)(F)F)cc1)C1CC2Cn3c(nc4ccccc43)C2N1Cc1ccccc1 (centres undefined)	1	2	-6	5	1	-0.6	2	1	3	4
CCC(NC(=O)CCc1ccccc1)c1ccccc1 (centres undefined)	-2	7	7	0	-1	-0.2	5	3	1	-3
NC(COCc1ccccc1)c1csc(Nc2ccc(C(=O)NCCO)cc2)n1 (centres undefined)	-1	1	5	2	0	0.4	3	0	-3	-3
CCc1nnc(NC(=O)CCC(=O)N2CCN(Cc3cc(Cl)ccc3OC)CC2)s1	3	-2	8	-3	-3	-0.5	-12	1	3	-3
CN(Cc1ccc(-n2cccn2)cc1)Cc1cn(C)nc1-c1ccccc1F	-3	-3	6	-9	1	0.1	-1	-1	2	-3
Cc1ccc(OCc2nc3ccccc3n2C(C)C(=O)Nc2c(C)cccc2C)cc1 (centres undefined)	-2	2	2	-5	0	0.5	-8	-2	1	9
CCc1nc2ccc(C(=O)NCCCn3ccnc3)cn2c1N(C)C(=O)C1CCCCC1	1	8	-3	0	0	0.6	-2	-3	-2	-5
CC(=O)c1ccc(NC(=O)CSc2nnc(C3CC3)n2C)cc1	-1	-2	8	0	-1	-0.3	13	-5	-6	-2
Cc1cc(NC(=O)COc2ccc3ccccc3c2)no1	-6	-18	1	-5	2	-1.0	2	-7	1	-9
O=C(c1cccc(Cl)c1)N1CCC(c2nc3ccccc3[nH]2)CC1	8	-3	0	0	0	-0.4	-3	0	-6	-4
COC(=O)CSc1nc2cc(C)ccc2cc1C#N	4	-4	-1	-6	0	3.6	-11	-5	0	-3
O=C1NC2(CCCCCC2)C(=O)N1Cc1ccccc1	3	3	-4	-2	0	-0.6	1	4	-5	3
COc1cc(SC)ccc1C(=O)NCc1ccccc1	-3	-1	5	3	1	0.1	5	-5	3	-6
COc1ccc2oc(C(=O)OCC(=O)N(C)c3c(N)n(Cc4ccccc4)c(=O)[nH]c3=O)c(C)c2c1	-1	6	4	-13	-1	2.3	-1	-3	1	-4
Clc1nc(-c2n[nH]nc2Cl)n[nH]1	0	5	11	8	1	0.1	-2	-1	0	-3
COC(=O)CN1C(=O)C(O)=C(C(C)=O)C1c1ccc([N+](=O)[O-])cc1 (centres undefined)	-1	-11	-4	-9	1	0.6	-4	-6	6	8
CCCNc1nc(-c2cc(-c3ccc(Cl)cc3)on2)cc(C(C)C)n1	-2	-12	2	-2	-1	0.8	-3	-1	2	-1
CCC1CCCCN1CCCNC(=O)COc1cc(=O)n(C)c2ccccc12 (centres undefined)	-2	-3	-1	4	0	-0.2	0	-2	-3	3
Next section:
SMILES	PRMT1 inh	TDP2 absorb	TCR-CD3 inh	SIAE inh	UHRF1 MBD2 ctr	KLK7 zymogen act	DDE Tn6 FP inh	MBD2 inh	LEDGF integ inh	DDE Tn7 FP inh
COc1cc(/C=N/n2cc(-c3ccccc3)[nH]c2=S)cc(OC)c1O	47*	-24	2	-2	-1	-1.6	0	-3	-1	2
Cc1cc(Cl)ccc1OCc1nc(-c2ccncc2)no1	0	-4	-1	-3	1	0.3	-7	4	1	9
O=C(Cn1nc(C(F)F)cc1C(F)F)N/N=C/c1ccc2c(c1)OCO2	-1	-11	1	1	-5	-0.3	2	-5	-1	-8
COc1ccc(C)cc1S(=O)(=O)NC(C)C(=O)Nc1ccc2c(c1)OCO2 (centres undefined)	1	10	-5	-1	-2	-0.2	4	2	0	3
CC1(c2ccccc2)NC(=O)N(CC(=O)Nc2ccc(S(=O)(=O)NC3=NCCCCC3)cc2)C1=O (centres undefined)	1	-4	0	-6	-1	-0.2	-2	2	0	6
COc1ccc(CC(=O)Nc2nnc(C(C)(C)C)s2)cc1OC	-2	2	2	1	-1	0.6	1	5	-1	5
CN(C)c1ccc(C(CNS(=O)(=O)c2ccc(F)c(F)c2)c2c[nH]c3ccccc23)cc1 (centres undefined)	1	-4	4	27*	-3	-0.8	-2	-4	-2	0
COc1cc(NC(=O)Cn2nc(Cc3cccnc3)c3ccccc3c2=O)cc(OC)c1OC	1	8	5	-1	-1	0.3	4	-1	3	4
Cc1cc(-c2ccccc2)n2nc(C)c(C#N)c2n1	-1	-1	-3	-4	-3	8.9	1	1	0	-3
Nc1nc(N)c2cc(Sc3ccc(Cl)cc3)ccc2n1	-2	-18	-1	7	-1	-6.6	4	0	-3	10
CCCOc1ccc(C(=O)Nc2ccc3c(c2)OCO3)cc1	-1	2	1	-1	-1	-0.3	-2	1	-4	0
O=C(O)c1ccccc1C(=O)NNc1ccc(F)cc1F	1	-10	-5	13	0	0.4	2	-3	1	5
Cc1ccccc1C1=Nn2c(nnc2-c2ccco2)SC1	0	-5	4	-4	-2	-0.5	1	-9	0	0
Cc1cccc(NC2=NC(C)(C)N=C(N)N2)c1C	0	19	2	1	2	0.3	4	0	0	3
CCN1CCN(CCNC(=O)Cn2c(=O)c3cccn3c3ccc(F)cc32)CC1	-1	-7	7	2	-3	-0.3	2	-4	-2	6
O=C(Nc1nc2ccccc2c(=O)s1)c1ccc(F)cc1Cl	7	3	-8	3	3	-0.9	-1	7	-5	1
O=C(COc1cccnc1[N+](=O)[O-])c1c[nH]c2ccccc12	0	10	3	0	-3	0.3	-4	-2	-5	-1
O=C(NCCO)c1cc2cc(Cl)cc(Cl)c2oc1=O	-2	-4	5	5	-13	-1.7	3	-10	-2	4
Cc1ccc(NC(=O)C2CCCN(S(=O)(=O)c3ccc4[nH]c(=O)ccc4c3)C2)c(C)c1 (centres undefined)	4	-3	-8	0	6	0.6	2	7	1	4
CCn1nc(C)c(/C=C/C(=O)Nc2ccc(C)cc2C)c1C	2	-14	4	-12	0	0.4	10	-1	-2	6
COc1cccc2cc(C(=O)N3CCN(C(=O)c4ccco4)CC3)c(=O)oc12	0	-8	-1	1	0	0.3	9	3	-2	-4
CCOC(=O)C1=C(c2ccccc2)NC(=S)NC1c1cc([N+](=O)[O-])ccc1OC (centres undefined)	3	-19	5	-7	0	-0.2	-4	-3	-1	-4
COc1ccc(CN(CCc2ccccc2)Cc2ccccc2)cc1OC	-2	14	1	1	-4	0.1	3	-3	1	-6
CCCN1CCN(CCCNC(=O)Cn2nc(C)n3c(cc4cc(F)ccc43)c2=O)CC1	2	-1	-3	1	0	-0.7	-1	-2	-6	0
COc1ccc(N2CCN(C(=O)c3csc4ccccc34)CC2)cc1	-1	9	-3	3	-2	0.3	-1	-2	-1	9
(further entries)
SMILES	PRMT1 inh	TDP2 absorb	TCR-CD3 inh	SIAE inh	UHRF1 MBD2 ctr	KLK7 zymogen act	DDE Tn6 FP inh	MBD2 inh	LEDGF integ inh	DDE Tn7 FP inh
CCOc1ccccc1/C=N/NC(=O)c1nnn(-c2nonc2N)c1CN1CCC(C)CC1	-3	3	2	2	2	0.4	8	-3	0	5
CCOc1ccc(S(=O)(=O)N(CC)CC(=O)NC2CCS(=O)(=O)C2)cc1 (centres undefined)	-2	-12	3	7	-1	0.1	-1	0	-1	5
COc1cccc(NC(=O)CN(C)C(=O)/C=C/c2cn(Cc3ccccc3)nc2-c2cccnc2)c1	-2	-7	1	-7	-2	0.3	0	0	1	1
CC(C)NC(=O)NC(=O)COC(=O)/C=C/c1ccc2c(c1)OCO2	-2	5	3	0	10	4.2	-2	4	1	-4
O=C1Cc2cc(NS(=O)(=O)c3ccc([N+](=O)[O-])cc3)cc3c2N1CCC3	2	3	9	-2	-2	0.4	-1	0	-1	-1
Cc1[nH]c2ccccc2c1C(=O)C(=O)NCCCc1ccccc1	-2	5	-2	-2	-2	0.2	1	-1	-3	3
Cc1ccc(OCC(=O)NCC(=O)Nc2ccc(F)cc2)c([N+](=O)[O-])n1	2	5	-6	1	5	-0.2	9	3	-1	4
CCC(C)(C(=O)NC1CCCC1)N(Cc1ccco1)C(=O)Cc1cccs1 (centres undefined)	0	-4	9	-9	-1	-0.7	-1	0	-4	2
O=C(CN1C2=NCCN2c2ccccc21)c1ccc(Br)cc1	-1	3	5	-6	-1	0.0	-6	3	0	1
Cc1ccsc1C(=O)N1CCC1(C)C(=O)NCC(C)(C)C (centres undefined)	-2	6	1	-3	2	0.3	-1	-3	0	6
O=C(NCCc1ccccc1)c1ccccc1NS(=O)(=O)N1CCCC1	-6	-1	6	-2	0	-13	-2	-5	3	-4
CCC(C)C(NC(=O)c1ccccc1)C(=O)N1CCN(C(=O)c2ccccc2)CC1 (centres undefined)	-4	-8	1	-5	4	0.4	-4	-1	2	2
O=C(COc1ccc(Cl)cc1)N/N=C/CCc1ccccc1	-2	-6	6	-3	0	0.1	9	-5	-4	11
